Epigenetic derep: epigenetic control regulation, reporter derepression; Potency, µM (series often up to 53.9 µM), for inactives: at the top dose GFP activation, usual class: activators; murine LDR cells, GFP reporter derepression, 30 h; hit rate 0.2% among 280,000; AID 1865; active = well fitted activation curve with a large enough effect; inconclusive = small, poorly fitted or top-dose-only effect; note: % of control where 0% means no effect; nearly all actives have a fitted effect of over 60% in size
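Murine LDR cells carrying a silenced, genomically integrated CMV-driven GFP reporter were exposed to compound for 30 hours at 37 C. After PBS washes, GFP-positive cells (20–120 um objects) were counted by laser-scanning microplate cytometry.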
* marks the source's active call; other numbers are inactive results; ? = inconclusive. Potency is the fitted concentration of half-maximal effect. An excerpt; the hit share may differ from the screen's.

The opening 13 records as a preview:
SMILES | Epigenetic derep
CCOC(=O)c1ccccc1NC(=O)N(C(C)C)C1CCN(C(C)=O)CC1 | -1.8%
COc1ccc(C2CC(=O)c3cc(-c4nc(-c5ccc(Cl)cc5)cs4)c(=O)[nH]c3C2)cc1 (stereo not given) | ?
Cc1nc2nc(NCc3cccc(Cl)c3)[nH]n2c(=O)c1Cc1ccccc1 | 0.0%
Cc1nc(-c2ccccc2)sc1-c1ccc(SCC(=O)NCc2ccccc2Cl)nn1 | 2.1%
Cc1nc2scc(C)n2c(=O)c1S(=O)(=O)Nc1cccc(O)c1 | -1.9%
Cc1ccccc1CSc1cn(CC(=O)N2CCCC2)c2ccccc12 | 6.0%
CCn1cc2nc(SCc3cccc(C(F)(F)F)c3)n(Cc3ccc(Cl)cc3)c(=O)c2n1 | -2.6%
CCC1CCCCN1C(=O)CSc1nc(-c2ccc(OC)cc2)cc(C(F)(F)F)n1 (stereo not given) | -0.1%
CCOC(=O)c1cccc(NC(=O)CC(c2cc(OC)c(OC)c(OC)c2)N2Cc3ccccc3C2=O)c1 (stereo not given) | 3.6%
CCOc1ccc(C(=O)Nc2cccc(OCc3cc(=O)n4cc(C)sc4n3)c2)cc1 | 13%
Cc1ccc(-c2noc(-c3nnn(-c4cccc(C(F)(F)F)c4)c3N)n2)cc1 | -1.6%
Cc1ccc2nc(-c3ccncc3)c(Nc3ccccc3C)n2c1 | 5.7%
CCOC(=O)c1ccccc1NC(=O)Cn1c(=O)n(CCC(=O)NCc2ccccc2OC)c(=O)c2ccccc21 | 1.9%

Results, previewed entries included:
SMILES | Epigenetic derep
CCOC(=O)c1ccccc1NC(=O)N(C(C)C)C1CCN(C(C)=O)CC1 | -1.8%
COc1ccc(C2CC(=O)c3cc(-c4nc(-c5ccc(Cl)cc5)cs4)c(=O)[nH]c3C2)cc1 (stereo not given) | ?
Cc1nc2nc(NCc3cccc(Cl)c3)[nH]n2c(=O)c1Cc1ccccc1 | 0.0%
Cc1nc(-c2ccccc2)sc1-c1ccc(SCC(=O)NCc2ccccc2Cl)nn1 | 2.1%
Cc1nc2scc(C)n2c(=O)c1S(=O)(=O)Nc1cccc(O)c1 | -1.9%
Cc1ccccc1CSc1cn(CC(=O)N2CCCC2)c2ccccc12 | 6.0%
CCn1cc2nc(SCc3cccc(C(F)(F)F)c3)n(Cc3ccc(Cl)cc3)c(=O)c2n1 | -2.6%
CCC1CCCCN1C(=O)CSc1nc(-c2ccc(OC)cc2)cc(C(F)(F)F)n1 (stereo not given) | -0.1%
CCOC(=O)c1cccc(NC(=O)CC(c2cc(OC)c(OC)c(OC)c2)N2Cc3ccccc3C2=O)c1 (stereo not given) | 3.6%
CCOc1ccc(C(=O)Nc2cccc(OCc3cc(=O)n4cc(C)sc4n3)c2)cc1 | 13%
Cc1ccc(-c2noc(-c3nnn(-c4cccc(C(F)(F)F)c4)c3N)n2)cc1 | -1.6%
Cc1ccc2nc(-c3ccncc3)c(Nc3ccccc3C)n2c1 | 5.7%
CCOC(=O)c1ccccc1NC(=O)Cn1c(=O)n(CCC(=O)NCc2ccccc2OC)c(=O)c2ccccc21 | 1.9%
CCCc1ccc(OC(C)C(=O)Nc2sc3c(c2C(=O)OC)CCCCC3)cc1 (stereo not given) | -0.2%
CCOC(=O)c1cccc(NC(=O)c2cc3cc4ccc(C)cc4nc3o2)c1 | 0.0%
COc1ccc(/C=C(\C#N)c2nc3ccccc3n2C)c(OC)c1 | 3.2%
Cc1ccccc1OCC(=O)Nc1c(C)ccc2nsnc12 | -0.2%
O=C(NCc1ccc(F)cc1)c1ccc2c(c1)nnn2C1CCCC1 | -11%
Cc1ccc(C)c(N2CCN(S(=O)(=O)c3cc(Br)cc4c3N(C(=O)C3CC3)CC4)CC2)c1 | 0.3%
Cc1cc(C)cc(OCCCn2c(CCNC(=O)C3CCCCC3)nc3ccccc32)c1 | -0.1%
COc1ccc(NC(=O)C(=O)c2cc(C)n(-c3ccc(C)cc3)c2C)cc1Cl | 10%
COc1cccc(N2CCN(c3c4c(nc5nncn35)CCC4)CC2)c1 | -1.0%
Cc1c(Cl)cccc1NC(=O)CC(c1ccc(F)cc1)N1Cc2ccccc2C1=O (stereo not given) | -4.3%
CC(=O)c1ccc(NC(=O)CSc2nnc3c(n2)[nH]c2ccccc23)cc1 | ?
Cc1cccn2c(=O)c3cc(C(=O)NCC(C)C)sc3nc12 | -0.7%
COc1cc(CNC(=O)C2CCCCN2S(=O)(=O)c2ccc(F)cc2)cc(OC)c1OC (stereo not given) | 15%
Cc1ccccc1OC(=O)CSc1nnc(-c2cccs2)o1 | 1.7%
CC(=O)c1ccc(N2CCN(S(=O)(=O)c3c(C)nc4sc(C)cn4c3=O)CC2)cc1 | -2.0%
CCOC(=O)CSc1nc(-c2ccccc2)cc(C(F)(F)F)c1C#N | -1.0%
COc1cc(C)c(Cl)cc1S(=O)(=O)NCCc1c(C)[nH]c2ccccc12 | 0.0%
Cc1ccc(NC(=O)Nc2cccs2)c(C)c1 | 0.8%
CCc1c(C)sc(NC(=O)c2cc(-c3cccc(Cl)c3)on2)c1C#N | 0.0%
O=C1CC(c2nc3ccccc3n2CCCCOc2ccccc2)CN1c1ccccc1Cl (stereo not given) | 0.0%
COc1ccc(C(=O)COC(=O)C(Cc2c[nH]c3ccccc23)NC(=O)c2ccc(C(C)(C)C)cc2)cc1 (stereo not given) | -1.6%
Cc1cccc(-c2nnn3c2nc(NCc2ccccc2)c2ccccc23)c1 | -3.1%
COc1ccccc1NC(=O)c1sc2nc(N3CCOCC3)c3c(c2c1N)CC(C)(C)OC3 | -0.1%
COc1ccccc1C(=O)Nc1cccc(OCc2cc(=O)n3c(C)csc3n2)c1 | ?
CCc1ccc(-n2c(=O)c3ccccc3n(Cc3ccccc3C#N)c2=O)cc1 | -0.1%
CCOC(=O)c1[nH]c2c(c1Cc1ccccc1)C(=O)CC(c1ccc(Cl)cc1)C2 (stereo not given) | 0.0%
CCN(CC)c1ccc(NC(=O)C2CCN(S(=O)(=O)c3ccc4c(c3)oc(=O)n4C)CC2)c(C)c1 | 7.2%
CCOc1cccc(C(=O)Nc2ccc(NC(=O)c3ccc(Br)cc3)cc2)c1 | 0.8%
COc1cc(Cl)ccc1Nc1ncc(C(=O)N2CCN(c3ccccc3OC)CC2)c2ccccc12 | -1.3%
CCN(C(=O)CSc1nc2ncccc2[nH]1)c1ccc(C(C)C)cc1 | 0.8%
CCOC(=O)CSc1nc2sc3c(c2c(=O)n1-c1ccccc1)CC(C(C)C)OC3 (stereo not given) | -0.8%
Cc1ccc(Cl)cc1NC(=O)Cn1c(=O)n(CCC(=O)NCc2ccc3c(c2)OCO3)c(=O)c2sccc21 | 12%
O=C(CSc1nc2ccccc2n1Cc1cccc(F)c1)N1CCN(c2ccc(F)cc2)CC1 | 0.0%
CCN(CC)CCCNC(=O)c1ccc2c(c1)N(Cc1c(F)cccc1Cl)C(=O)c1ccccc1S2 | -0.8%
Cc1cc2ccccc2n2c(SCC(=O)Nc3cccc(C(F)(F)F)c3)nnc12 | -1.3%
COc1cc(NC(=O)CC2C(=O)OCCN2Cc2ccccc2)cc(OC)c1 (stereo not given) | 1.9%
Cc1ccc(-c2nc(S(=O)(=O)c3ccc(C)cc3)c(N3CCN(c4ccccc4)CC3)o2)cc1 | 3.7%
Other results.
SMILES | Epigenetic derep
O=C(Nc1cccc(-c2nc3cc(Cl)ccc3o2)c1)c1cc([N+](=O)[O-])ccc1N1CCOCC1 | 8.6%
CCCOc1ccc(NC(=O)CC2C(=O)N(c3ccccc3)C(=O)N2Cc2ccc(F)cc2)cc1 (stereo not given) | 4.7%
N#Cc1c[nH]n2c(NC3CCCCC3)c(-c3ccc(F)cc3)nc12 | -1.3%
CCOC(=O)c1c(NC(=O)c2nc(SC)ncc2Cl)sc(C)c1C | 1.1%
CCOC(=O)c1c(C)[nH]c(C)c1S(=O)(=O)NCC(=O)NCc1cccc(Br)c1 | 1.5%
O=C(COc1ccc(Cl)cc1)N(Cc1ccco1)Cc1ccco1 | -1.6%
Cc1ccc(CNC(=O)Cn2c(=O)n(Cc3ccccc3)c(=O)c3c2c2cc(C)ccc2n3C)cc1 | -0.6%
CCOc1ccccc1NC(=O)CN1C(=O)COc2ccc(S(=O)(=O)N3CCCCC3)cc21 | 3.3%
COc1ccc(-n2c(=O)c3c4c(sc3n(Cc3ccccc3)c2=O)CCC4)c(OC)c1 | -2.3%
COc1ccc(-c2noc(-c3ccc(NC4CCCCC4)c([N+](=O)[O-])c3)n2)cc1OC | 2.6%
COc1cc(NC(=O)c2noc3c2CCc2ccccc2-3)cc(OC)c1OC | -1.8%
O=C1CN(C(=O)COc2ccc(Cl)cc2)C(c2ccccc2)c2cc(Br)ccc2N1 (stereo not given) | 9.8%
CC(=O)N1CCc2c(sc3c2c(=O)n(-c2ccc(C)cc2)c(=O)n3CC(=O)Nc2ccccc2)C1 | 0.0%
Cc1ccc(Cl)cc1NC(=O)C(C)n1nnc2sc(-c3ccccc3)cc2c1=O (stereo not given) | ?
CCc1ccc(OCC(=O)Nc2cc3oc4ccccc4c3cc2OC)cc1 | 1.1%
O=C(Nc1ccc(Cl)c(-c2nc3cc(Cl)ccc3o2)c1)c1cc([N+](=O)[O-])ccc1N1CCOCC1 | 2.2%
CCCCC(CC)CNC(=O)CCCCCn1c(=O)[nH]c2ccsc2c1=O (stereo not given) | -1.8%
COc1cc(-c2noc(-c3ccc(NC4CCCCC4)c([N+](=O)[O-])c3)n2)cc(OC)c1OC | -0.9%
CCC(=O)N1CCc2cc(Br)cc(S(=O)(=O)N3CCN(c4ccc(C)cc4)C(C)C3)c21 (stereo not given) | -0.8%
CCN(CC)CCn1c(=N)n(CCOc2ccccc2Cl)c2ccccc21 | -1.0%
CCOc1ccc(CCNC(=O)CN2CCN(Cc3ccc(Cl)cc3)C2=O)cc1OCC | -1.0%
CCc1ccc2c(c1)NC(c1ccc(C)cc1)=NC(c1cccs1)=N2 | -2.5%
COc1cc(NC(=O)CCNC(=O)Cn2ccc3ccccc3c2=O)cc(OC)c1OC | -1.0%
O=[N+]([O-])c1cc(-c2nc(-c3ccccc3)no2)ccc1N1CCCCC1 | 0.0%
COc1cc(C2CC(=O)Nc3cc4c(cc32)OCCO4)cc(Br)c1OC (stereo not given) | 5.2%
CCOc1ccc2nc(NC(=O)c3nc(SCc4ccc(C)cc4)ncc3Cl)sc2c1 | -1.0%
Cc1ccc(C)c(NC(=O)Nc2cc3c(cc2N2CCCCC2)n(C)c(=O)n3C)c1 | 1.2%
Cc1ccc(C)c(N2CCN(C(=O)c3cc4cc5ccc(C)cc5nc4o3)CC2)c1 | -1.7%
COc1cc(OC)cc(-n2nnc(-c3nc(-c4ccccc4Cl)no3)c2N)c1 | -4.2%
Cc1cccc(NC(=O)C(Cc2ccccc2)NS(=O)(=O)c2ccc3c(c2)c(=O)n(C)c(=O)n3C)c1 (stereo not given) | 1.1%
COc1ccc(-c2cc(-c3ccccc3)nc3c2COc2ccc(Cl)cc2-3)cc1 | 6.5%
N#Cc1nc(/C=C/c2ccc(F)cc2)oc1NCc1ccc(F)cc1 | 1.3%
CC1CCN(c2nc3c(-c4cccc(Br)c4)nnn3c3ccccc23)CC1 | -4.5%
COc1ccc(NC(=O)Cn2c(=O)n(CCCC(=O)NCCc3ccc(C)cc3)c(=O)c3ccccc32)cc1Cl | -0.9%
COc1ccc(C(=O)Nc2nnc(C(C)C)s2)cc1OC | -1.3%
CCCN(CCC)C(=O)Cn1c(=O)n(-c2ccc(Cl)cc2)c(=O)c2c3c(sc21)CCCC3 | -1.8%
COc1ccc(C2Nc3ccccc3-n3c(-c4ccccc4)c4c(=O)n(C)c(=O)n(C)c4c32)cc1 (stereo not given) | 1.2%
O=C(Cn1cc(C(=O)c2cccs2)c2ccccc21)Nc1ccc(Br)cc1 | 0.0%
CCCSc1nnc2n(-c3ccc(OC)cc3)c(=O)c3c4c(sc3n12)COC(C(C)C)C4 (stereo not given) | 5.4%
COc1cccc(NC(=O)N2CCN(C(=O)c3nsc4ccccc34)CC2)c1 | 0.3%
CCCCN(C)C(=O)CSc1c2c(nc3ccc(Cl)cc13)CCCC2 | -0.8%
Cc1cc2ccccc2n1CCNC(=O)c1cccc(Cl)c1 | 0.8%
COc1ccc(-c2nc3ccccc3s2)cc1NC(=O)COc1cccc(C)c1 | 0.0%
COc1ccc2oc(-c3cccc(NC(=O)c4cc([N+](=O)[O-])ccc4N4CCOCC4)c3)nc2c1 | -1.1%
COc1ccc2c(CNCc3cccs3)c(C(=O)O)n(Cc3ccccc3)c2c1 | 8.0%
Cc1ccc(Cn2c(C)c(CNC(C)c3ccccc3)c(C(=O)O)c2C)cc1 (stereo not given) | -2.1%
O=C(NCCSc1c(-c2ccccc2)[nH]c2ccccc12)c1ccc(S(=O)(=O)N2CCOCC2)cc1 | 0.0%
CCC(=O)N1CCc2cc(Br)cc(S(=O)(=O)NCc3ccccc3)c21 | 2.4%
COc1ccccc1CNC(=O)CSc1ccc(-c2sc(-c3ccccc3)nc2C)nn1 | -0.1%
COc1ccc(Cn2c(CCC(=O)Nc3ccc(OC)c(Cl)c3)nc3cccnc32)cc1 | ?
Additional entries.
SMILES | Epigenetic derep
COCCNC(=O)CCSc1nc(-c2ccc3c(c2)OCO3)cc(C(F)(F)F)n1 | 4.8%
Cc1cc(C)cc(NC(=O)C(NS(=O)(=O)c2cccc3nsnc23)c2ccccc2)c1 (stereo not given) | -0.4%
CCc1cccc(C)c1NC(=O)C(CC)Sc1nc2ccncc2[nH]1 (stereo not given) | -4.1%
COc1ccc2c(c1)c(CC(=O)Nc1cc(C)cc(C)c1)c(C)n2C(=O)c1ccc(Cl)cc1 | -1.1%
Cc1ccc(NC(=O)CN2C(=O)C(c3ccccc3)=NC2(C)C)cc1C | 4.8%

Screening results: PubChem BioAssay, National Center for Advancing Translational Sciences (NCATS)
